FN deposit inh: fibronectin deposition inhibition; AH1F fibroblasts, Alexa488-fibronectin deposition fluorescence, overnight; inhibition, % at 12.6 µM; actives 0.086% (n = 350,000); AID 743247;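 active = mean inhibition across replicates of 30% or more, regardless of how many single replicates reach that level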;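 also: positive control wells lacked labelled fibronectin entirely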
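Material – AH1F fibroblast monolayer, labelled fibronectin deposition · Reagent – labelled fibronectin 24 nM · Timing – 1 h adhesion, overnight exposure · Measured by – fluorescence at 485 nm excitation, 525 nm emission · Read-out – inhibition of fibronectin deposition signal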
miR122 inh: miR-122 inhibition in Huh7 cells | Huh7 miR-122 Renilla luciferase sensor, 48 h; neutral wells = 0, positive control = 100 | activation (reporter increase), % at 12.5 µM | actives 0.3% (n = 340,000);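 active = mean replicate activation score at least 90 and every replicate individually at or above 90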;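 also: higher luciferase means less miR-122 activity so hits act as miR-122 inhibitors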
LGR2 antag: inhibitors of bursicon-induced Drosophila LGR2 receptor cAMP signaling. HEK293 LGR2, CRE-luciferase, bursicon-stimulated, 4 h. inhibition, % at 9.99 µM. actives 0.35% (n = 380,000);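 active = drop in luminescence signal, shown as inhibition above about 50% in the replicate tests, limit read from the data, passing the limit was not always enough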;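 also: agonist challenge used bursicon conditioned medium at about half maximal strength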
Cneo AK release: Cryptococcus neoformans lysis via adenylate kinase release. C. neoformans lysis, adenylate kinase release luminescence, 4 h; normalised: neutral wells 0, clomiphene wells 100. lysis activity, % at 15 µM. actives 0.2% (n = 360,000). AID 651654;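 active = mean lysis activity across replicates of at least 80%, whatever share of replicates individually reach that level; inactive = mean lysis activity below 80%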
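read-out = cell lysis signal | test system = log-phase Cryptococcus neoformans yeast cells | input = cells at 5 × 10^6 per mL | medium = fresh YPD growth medium | signal = luminescent adenylate kinase detection reagent | timing = 4 h at 37 °C static, read 1 h later | dosing = single dose | controls = Clomiphene as positive lysis control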
PGC1a acetyl inh: lowers PGC1a acetylation signal in U2OS cells | inhibition, % at 15.6 µM | actives 0.17% (n = 350,000) | AID 651687 | AlphaScreen anti-acetyl-lysine; with virally co-expressed GCN5 acetyltransferase;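 active = every replicate shows inhibition of at least 40%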;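 also: 0% = neutral control wells and 100% = positive control wells; some results beyond the cut were filed as inactive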
CASP6 VEID inh: inhibitors of human caspase-6 | P55212 | purified caspase-6, Z-VEID-R110 cleavage fluorescence | inhibition, % at 12.5 µM | actives 0.53% (n = 350,000);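 active = mean inhibition across replicates at least about 35%, with every replicate also reaching that limit, limit read from the data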;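 also: 0% = median of neutral control wells and 100% = no fluorescence left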
Target sequence (P55212 24-179 limits assumed): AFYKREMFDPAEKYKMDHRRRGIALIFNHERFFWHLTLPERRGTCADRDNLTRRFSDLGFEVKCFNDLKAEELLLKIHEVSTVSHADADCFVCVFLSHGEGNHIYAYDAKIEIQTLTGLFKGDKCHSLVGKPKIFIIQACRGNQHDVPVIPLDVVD
Target sequence (P55212 194-293 limits assumed): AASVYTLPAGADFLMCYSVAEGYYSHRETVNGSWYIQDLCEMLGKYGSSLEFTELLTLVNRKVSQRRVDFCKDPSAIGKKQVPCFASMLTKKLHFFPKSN
PAX8 inh HTS: inhibitors of PAX8 transcriptional activity in RMG-I cells; RMG-I TPO-luciferase reporter, SteadyGlo, 24 h; inhibition, % at 12.6 µM; actives 1.2% (n = 360,000); AID 652154;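 active = mean replicate inhibition at least 60% with every replicate also reaching 60%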;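 also: luciferase light reporting Pax8 driven TPO promoter activity; plate controls were median of neutral control wells for no effect and mitoxantrone controls for full effect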
EWS-Fli inh: EWS/Fli transcriptional activity inhibition. A673 NR0B1-luciferase reporter, viability-normalised. inhibition, % at 12.6 µM. actives 0.67% (n = 350,000);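 active = mean inhibition of at least 50% after viability correction, with every replicate also passing that limit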;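 also: firefly luciferase signal divided by Alamar Blue viability fluorescence both relative to DMSO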
* = called active by the depositor; x = not tested or not shown; & = joins results of further samples; [ ] = dose if it differs, or a comment. Random draw from the library. Share with any hit: about 2.5%.

SMILES	FN deposit inh	miR122 inh	LGR2 antag	Cneo AK release	PGC1a acetyl inh	CASP6 VEID inh	PAX8 inh HTS	EWS-Fli inh
COc1ccc(S(=O)(=O)N[C@@H]2CC[C@@H](CC(=O)NCCc3ccncc3)O[C@H]2CO)cc1	x	x	0	5	-2	-3	-22	2
O=C(CCCn1c(=O)[nH]c2ccsc2c1=O)NC1CCCCC1	2	x	-2	-3	x	x	4	1
CN1CCCN(c2ncnc3scc(-c4ccc(F)cc4)c23)CC1	-11	x	8	x	x	2	-6	0
Oc1c(/C=C/C=C/C=Nc2ccccc2)sc(=S)n1Cc1ccccc1	-6	-3	x	-3	15	0	5	-9
COc1cc(-n2c(N)c(C(=O)NCc3ccco3)c3nc4ccccc4nc32)cc(OC)c1OC	-8	x	-4	x	x	2	16	3
Cc1ccc(C)c(N(CC(=O)NCc2ccccc2)C(=O)c2csnn2)c1	-6	-5	10	0	0	-2	6	-6
Cc1ccc(-n2nc3c(c2NC(=O)c2ccc4c(c2)OCO4)CS(=O)(=O)C3)cc1	4	-7	-1	6	-5	6	-5	0
Cc1ccc(NC(=O)Nc2cccnc2)cc1	-6	-6	-9	-3	-3	-6	-89	-63
COc1ccc(CN2C(=O)c3ccccc3C2C(=O)NC2CCCC2)c(OC)c1 (configuration not stated)	7	7	5	1	x	x	x	x
COc1cc(NC2c3ncccc3C(=O)N2Cc2ccco2)cc(OC)c1 (configuration not stated)	x	-6	-6	1	-19	27	x	x
C[C@H]1CN([C@@H](C)CO)C(=O)Cc2cc(NC(=O)CCC(F)(F)F)ccc2O[C@@H]1CN(C)Cc1ccc(-c2ccccc2)cc1	x	-4[16.7 µM]	10	1	18	2	-10	19
CN1CCCc2cc3c(C(F)(F)F)cc(=O)oc3nc21	-7	-7	x	-2	14	x	-2	x
CC(=O)Nc1ccc(Nc2cc(C(C)C)nc3c(-c4ccccc4)c(C)nn23)cc1	12	x	6	x	x	-1	19	1
CCN(CC)c1ccc(/C=N/NC(=O)c2ccco2)cc1	12	9	3	x	12	x	-15	x
N#CCCn1cc(/C=N/NC(N)=S)c(-c2ccccc2)n1	1	x	-18	x	-7	0	-7	15
COc1cc2c(cc1NC(=O)/C=C/c1ccccc1)oc1ccccc12	x	2	-2	x	x	2	x	3
COc1ccc(C(=O)Nc2ccccc2C(=O)N2CCOCC2)cc1	5	0	9	-1	1	-3	-5	7
CCOC(=O)CCCSc1nc2sc(C)c(C)c2c(=O)[nH]1	0	-6	5	0	-1	0	-9	1
CC(=O)NC(c1ccccc1)c1c(O)ccc2ccccc12 (configuration not stated)	6	x	x	x	-12	-3	25	3
CCOc1cc(CNCCc2c[nH]c3ccccc23)cc(Cl)c1OCC(N)=O	-12	0	12	5	-5	-48	14	6
COc1ccc(NC(=O)Nc2ccc3c(c2)C(=O)N([C@@H](C)CO)C[C@@H](C)[C@@H](CN(C)C(=O)c2ccccc2)OCCCC[C@@H](C)O3)cc1	x	-10[16.7 µM]	-9	2	3	0	15	-2
COc1ccc(NCC(=O)N/N=C/C2CCCCC2)cc1	0	13	-6	1	4	0	12	-19
O=C(CSc1ccccc1F)NC1CCS(=O)(=O)C1 (configuration not stated)	4	4	23	-5	5	3	-6	8
COc1ccc(CCNC(=O)C23CN(Cc4ccccc4)CC2C(c2cccc([N+](=O)[O-])c2)=NO3)cc1 (configuration not stated)	-7	-4	-1	2	4	-2	8	-10
CCCCCCn1c(=O)n2n(c1=O)[C@@H]1CN(S(=O)(=O)c3ccc(C)cc3)C[C@]1(O)[C@@H](OC(=O)Nc1cccs1)C2	-4	-4	30	1	-11	1	42	14

6 entries drawn at random from the list so far:
SMILES	FN deposit inh	miR122 inh	LGR2 antag	Cneo AK release	PGC1a acetyl inh	CASP6 VEID inh	PAX8 inh HTS	EWS-Fli inh
O=C(CCCn1c(=O)[nH]c2ccsc2c1=O)NC1CCCCC1	2	x	-2	-3	x	x	4	1
CC(=O)NC(c1ccccc1)c1c(O)ccc2ccccc12 (configuration not stated)	6	x	x	x	-12	-3	25	3
CCOc1cc(CNCCc2c[nH]c3ccccc23)cc(Cl)c1OCC(N)=O	-12	0	12	5	-5	-48	14	6
COc1cc(NC2c3ncccc3C(=O)N2Cc2ccco2)cc(OC)c1 (configuration not stated)	x	-6	-6	1	-19	27	x	x
O=C(CSc1ccccc1F)NC1CCS(=O)(=O)C1 (configuration not stated)	4	4	23	-5	5	3	-6	8
COc1cc(-n2c(N)c(C(=O)NCc3ccco3)c3nc4ccccc4nc32)cc(OC)c1OC	-8	x	-4	x	x	2	16	3

Further compounds follow.
SMILES	FN deposit inh	miR122 inh	LGR2 antag	Cneo AK release	PGC1a acetyl inh	CASP6 VEID inh	PAX8 inh HTS	EWS-Fli inh
CCN(CC)c1nc(Oc2ccc(=O)[nH]n2)nc(N2CCOCC2)n1	5	x	x	x	x	-3	-4	4
O=C(Nc1nnc(SCc2ccccc2Cl)s1)c1cccc([N+](=O)[O-])c1	-1	x	-16	x	x	2	-13	-105
CCOc1ccc(N2C(=O)S/C(=C\c3ccc(O)c(OC)c3)C2=O)cc1	-5	-3	-2	x	4	-2	1	18
O=C1CC(N2CCSCC2)C(=O)N1c1ccc(F)cc1 (configuration not stated)	-5	-3	6	-2	x	-2	-7	3
O=C(c1ccco1)N1CCN(C(c2cccs2)c2sc3ncnn3c2O)CC1 (configuration not stated)	-2	4	-17	-1	x	1	0	-1
FC(F)(F)c1cccc(N2CCC(N=CN3CCCCCC3)=N2)c1	2	1	-56	x	-5	5	-42	-45
O=C(c1ccc(N2C(=O)C3C4CC(C(Br)C4Br)C3C2=O)cc1)N1CCCCC1 (configuration not stated)	0	x	-5	2	x	4	-1	-4
CC1Cc2ccccc2N1C(=O)CN1CCN(Cc2ccccc2)CC1 (configuration not stated)	-1	2	30	1	5	-1	6	8
Cn1c(-c2cccc(Br)c2)cnc1NCc1ccccc1O	-1	5	-5	0	-5	2	-6	-7
CCN(CC)CC(C)OC(=O)COc1ccc(OC)cc1 (configuration not stated)	4	6	x	3	15	x	1	x
CN(C)/C=N/c1ncn(-c2ncc(C(F)(F)F)cc2Cl)n1	2	x	-26	x	x	0	-103	-25
Cc1ccc(S(=O)(=O)N2CCCN(C(=O)c3ccc(-n4cccn4)cc3)CC2)cc1	-6	6	-16	0	-7	0	0	-2
COCc1cc(C)nc2sc(C(=O)N3CCN(c4ccccc4)CC3)c(N)c12	-5	0	-3	-1	17	-1	2	-6
CCOC(=O)Nc1ccc2c(COC(=O)CN(C)S(=O)(=O)c3ccc(C)cc3)cc(=O)oc2c1	0	-3	10	1	2	1	-15	-14
CCOc1cccc2sc(=NC(=O)CCS(=O)(=O)c3ccccc3)n(CC)c12	-9	x	5	-7	x	-3	x	x
C[C@@H]1CN([C@H](C)CO)C(=O)Cc2cc(NC(=O)CCCCCC(=O)Nc3ccccc3N)ccc2O[C@H]1CN(C)C(=O)Nc1ccccc1	x	20[16.7 µM]	9	105*	19	-1	-14	-7
O=S(=O)(c1cccc(F)c1)N1CCN(Cc2cccc(OCCO)c2)CC1	x	x	x	-3	x	-1	-6	3
CCOc1ccc(NC(=O)NNC(=O)COc2ccc3ccccc3c2)cc1	-3	-4	-6	2	6	-2	x	-3
COC(=O)[C@]1(Cc2ccccc2)N[C@H](CN(C)S(=O)(=O)c2ccc(C(C)(C)C)cc2)[C@@H]2C(=O)N(C)C(=O)[C@@H]21	2	1	9	3	-2	0	5	-1
CN(CC(=O)Nc1ccc(Cl)cc1)C(=O)CCc1nc2sc3c(c2c(=O)[nH]1)CCCC3	11	x	1	3	x	2	23	-33
CC1CCC(NC(=O)C(NC(=O)c2ccccc2)C(C)C)CC1 (configuration not stated)	3	x	0	x	4	-4	19	-5
C[C@H](CO)N1C[C@H](C)[C@H](CN(C)S(C)(=O)=O)OCCCC[C@H](C)Oc2ccc(NS(=O)(=O)c3cccs3)cc2C1=O	x	-5[16.7 µM]	-22	-2	7	0	x	-5
C=Cn1cc[n+](CC(=O)c2ccc(Br)s2)c1	0	5	8	0	7	-25	-6	10
O=C(CNC(=O)c1cccs1)NCC(=O)OCc1ccc(Cl)cc1Cl	x	0	-7	-3	2	0	x	x
O=C(Oc1c(CN2CCOCC2)cc(Cl)c2cccnc12)c1ccccc1F	x	x	21	x	x	-2	50	31

Part of the list above, with values under each structure.
Values in the order – FN deposit inh, miR122 inh, LGR2 antag, Cneo AK release, PGC1a acetyl inh, CASP6 VEID inh, PAX8 inh HTS, EWS-Fli inh
> CC1Cc2ccccc2N1C(=O)CN1CCN(Cc2ccccc2)CC1 (configuration not stated)
 : -1, 2, 30, 1, 5, -1, 6, 8
> O=S(=O)(c1cccc(F)c1)N1CCN(Cc2cccc(OCCO)c2)CC1
 : x, x, x, -3, x, -1, -6, 3

3 compounds from above, arranged by their value in PGC1a acetyl inh, lowest first.
structure | PGC1a acetyl inh
Cc1ccc(S(=O)(=O)N2CCCN(C(=O)c3ccc(-n4cccn4)cc3)CC2)cc1 | -7
COc1ccc(S(=O)(=O)N[C@@H]2CC[C@@H](CC(=O)NCCc3ccncc3)O[C@H]2CO)cc1 | -2
CCOC(=O)Nc1ccc2c(COC(=O)CN(C)S(=O)(=O)c3ccc(C)cc3)cc(=O)oc2c1 | 2

Additional compounds.
SMILES	FN deposit inh	miR122 inh	LGR2 antag	Cneo AK release	PGC1a acetyl inh	CASP6 VEID inh	PAX8 inh HTS	EWS-Fli inh
CC(OC(=O)Cn1cnc2c1c(=O)n(C)c(=O)n2C)C(=O)NC1(C#N)CCCCC1 (configuration not stated)	x	1	10	0	x	-2	-7	-7
Cc1ccc(C(=O)NCCN2CCNC2=O)cc1	9	-5	0	2	8	1	-39	-33
CO[C@H]1CN(C)C(=O)c2cc(NC(=O)c3cccc(F)c3)ccc2OC[C@H](C)NC[C@@H]1C	0	0[16.7 µM]	-18	3	-4	x	x	-2
C[C@H](CO)N1C[C@H](C)[C@H](CN(C)S(=O)(=O)c2ccccc2)Oc2c(NC(=O)C3CCCCC3)cccc2C1=O	x	30[16.7 µM]	-6	-1	1	0	3	-5
COc1cc(N)c2ncccc2c1OC	-8	-7	9	0	6	9	20	-9
Cc1ccc(-n2nnnc2SC(C)C(N)=O)c(C)c1 (configuration not stated)	4	-2	x	4	-9	x	-1	x
CC(Nc1nc(N2CCN(CCO)CC2)nc2ccccc12)c1ccccc1 (configuration not stated)	9	x	0	x	x	-3	6	10
O=C(C[C@@H]1CC[C@H](NC(=O)Nc2cccc(F)c2)[C@@H](CO)O1)NCC1CCCCC1	0	x	6	0	2	0	-3	0
CC(=O)Nc1ccc(N/C(C)=C/C(=O)c2cccnc2)cc1	-4	x	12	x	x	0	-2	-10
O=C(O)C1=C[C@H](c2coc3ccccc3c2=O)C[C@H](OCCCCO)O1	-3	0	-19	4&0&-19	14&-1&-7	-4&0&0	-3&3&-14	-21&-8&0

Compound activity deposited in PubChem by Broad Institute.
